# ARNT TACC3 PPI: disrupts binding between human ARNT and TACC3; Q9Y6A5; inhibition, % at 9.99 µM; 390,000 compounds, 0.66% hits; AID 623870; AlphaScreen His-ARNT PAS-B/GST-TACC3 binding, luminescence; TACC3 fragment carries E629A point mutation;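 active = mean inhibition of replicates at least 50% and at least half of replicates each reaching 50%; inconclusive = half or more replicates reach 50% but mean below 50%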;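 also: 0% = complete ARNT plus TACC3 wells and 100% = ARNT alone without TACC3; many hits fall short of the cut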
# Xi reactivation: activators of X-chromosome reactivation in mouse fibroblasts. XiGFP mouse fibroblasts, % GFP-positive cells imaging, 3 d; cells co-treated with 5-aza-dC sensitizer; scaled so ellipticine positive control = 100%. activation, % at 7.58 µM. 360,000 compounds, 0.055% hits;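 active = mean normalized replicate activation at least 10% and every replicate at or above 10%; inconclusive = only one of the two criteria met; inactive = mean below 10% and not all replicates reach 10%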;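 also: 0% = median of on-plate neutral control wells and 100% = ellipticine 6 µM median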
#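 Assay system: SV40-immortalized XiGFP fibroblast cells, line 68-5-11; buffer or medium: DMEM plus 5-aza-dC sensitizer; compound: one concentration, pinned; timing: compounds 3 days, fix/stain 15 min at room temperature; benchmarks: positive control ellipticine, 6 µM final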
# INS-1E GSIS act: primary screen for activators of insulin secretion dependent on glucose, INS-1E cells, GLuc reporter luminescence; INS-1E GLuc reporter insulin secretion, 2-3 h; activation, % at 16.6 µM; 370,000 compounds, 0.61% hits; AID 743287;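 active = lowest replicate activation of at least 40%, so every replicate reaches that level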;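 also: 0% = median of neutral control wells and 100% = median of IBMX positive control wells; some compounds called inactive have numbers as strong as hits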
# CFTR F508del cor: correctors of CFTR F508del function in bronchial epithelial cells; CFBE cells, YFP halide quenching; stimulated with forskolin plus potentiator P3; % fluorescence drop versus neutral controls; activity (quench increase), % at 7.58 µM; 350,000 compounds, 0.36% hits; AID 720511;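 active = mean added fluorescence quench of at least 8% versus neutral control, with both replicates also reaching 8%; inconclusive = only one of the mean or replicate conditions met; inactive = mean below 8% and not both replicates reaching 8%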;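 also: cells transiently co-express mutant CFTR-F508del with the halide-sensitive YFP; corrector assay measuring rescue of mutant channel to the surface after 24 h compound exposure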
# PAX8 reporter: inhibitors of PAX8 transcriptional activity in RMG-I cells. inhibition, % at 12.6 µM. RMG-I TPO-luciferase reporter, SteadyGlo, 24 h. 360,000 compounds, 1.2% hits. AID 652154;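 active = mean replicate inhibition at least 60% with every replicate also reaching 60%; inconclusive = only one of the two criteria is met; inactive = mean below 60% and not all replicates reaching 60%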;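 also: luciferase light reporting Pax8 driven TPO promoter activity; plate controls were median of neutral control wells for no effect and mitoxantrone controls for full effect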
# DENV2 CPE rescue: DENV2-induced cell death inhibition; DENV2-infected cells, cytopathic effect rescue, plate reader; CPE inhibition, % at 9.99 µM; 350,000 compounds, 1.7% hits; AID 651640; in the data active = CPE inhibition above about 20%, passing the limit was not always enough; inconclusive = no clear call, values can overlap the other calls; tested in BHK-21 cells;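 also: 0% = median of neutral control wells and 100% = median of positive control wells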
# ERp5 inh: ERp5 (human) disulfide isomerase inhibition; ERp5 insulin aggregation, absorbance 650 nm, 90 min; 350,000 compounds, 0.05% hits; AID 651711; inhibition, % at 9.99 µM;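 active = mean replicate inhibition above about 25%, with every replicate also reaching it, limit read from the data, passing the limit was not always enough; inconclusive = only one of those two criteria met; inactive = neither criterion met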
# Target sequence (Q15084 whole entry, looked up): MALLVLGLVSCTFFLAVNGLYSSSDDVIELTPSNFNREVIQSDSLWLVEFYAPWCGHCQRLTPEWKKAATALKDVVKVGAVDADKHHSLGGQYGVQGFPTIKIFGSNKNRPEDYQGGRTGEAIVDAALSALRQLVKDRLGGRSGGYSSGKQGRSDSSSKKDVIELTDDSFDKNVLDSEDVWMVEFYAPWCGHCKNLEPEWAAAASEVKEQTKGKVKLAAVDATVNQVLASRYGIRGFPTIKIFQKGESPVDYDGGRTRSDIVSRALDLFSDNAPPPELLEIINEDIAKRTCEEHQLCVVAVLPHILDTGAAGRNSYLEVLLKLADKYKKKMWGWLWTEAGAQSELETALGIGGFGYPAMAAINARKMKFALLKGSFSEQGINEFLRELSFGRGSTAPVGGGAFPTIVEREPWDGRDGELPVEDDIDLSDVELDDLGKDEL
# EWS-Fli block: blocks EWS/Fli oncoprotein-driven transcription. A673 NR0B1-luciferase reporter, viability-normalised. inhibition, % at 12.6 µM. 350,000 compounds, 0.67% hits;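 active = mean inhibition of at least 50% after viability correction, with every replicate also passing that limit; inconclusive = mean reaches 50% but only one of two replicates passes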;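 also: firefly luciferase signal divided by Alamar Blue viability fluorescence both relative to DMSO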
# * hit, by the source's call; ? = inconclusive; · = not tested or not shown.
SMILES,ARNT TACC3 PPI,Xi reactivation,INS-1E GSIS act,CFTR F508del cor,PAX8 reporter,DENV2 CPE rescue,ERp5 inh,EWS-Fli block
C=CC(=O)NC(C)(C)CCN1CCOCC1,-6,-0.1,2,0.8,-17,-5,0,3
COCCCNC(=O)CC1C[C@H](C(=O)N2CCCCC2)[C@@]2(C)c3[nH]c4ccc(OC)cc4c3CCN2C1=O (stereo partly drawn),-3,0.1,12,-0.7,-4,-6,-3,-7
CN1C[C@@H]2[C@H](c3ccccc31)[C@@H](CO)N2S(=O)(=O)c1ccccc1,2,0.0,10,0.8,-2,-10,7,-3
O=C1CN(S(=O)(=O)c2cccc(F)c2)C[C@@H]2[C@H](c3ccc(-c4ccccc4)cc3)[C@@H](CO)N12,·,0.0,-8,1.6,21,-5,-4,-5
CCCCCCNC(=O)O[C@H]1C[C@@H]2C(=O)N(c3ccccc3)C(=O)[C@@H]2[C@@H]2CN(S(=O)(=O)c3ccc(C)cc3)C[C@]12O,·,0.1,-30,-1.5,-16,4,4,-13
COc1cc(NC(=S)NCc2ccco2)cc(OC)c1OC,13,0.0,17,·,6,·,·,·
COc1cccc(-c2nnc(NC(=O)c3ccco3)s2)c1,6,0.0,12,-0.8,-193,-1,1,·
O=C(C[C@@H]1CC[C@H]2[C@@H](COC[C@@H](O)CN2C(=O)Nc2ccccc2)O1)NCc1ccccc1F,7,0.1,-1,-2.5,-12,-5,6,1
CN(CCCC1CCCC1)C(=O)CC1C(=O)NCCN1Cc1ccc(F)cc1 (stereo not drawn),4,0.1,-28,-0.9,15,0,5,12
CC1(C)Oc2ccc(C(=O)N/N=C/c3ccc(O)cc3)cc2NC1=O,2,0.0,21,0.3,19,2,2,10
Nc1ncnc2nc(SCCC(=O)O)[nH]c12,1,0.0,17,3.3,12,·,-7,2
N#Cc1c(-c2ccccc2)c(-c2ccccc2)nn(CC(=O)NNC(=O)Nc2ccc(Cl)cc2)c1=O,4,0.0,·,1.6,19,7,-2,43
CCCc1cc2c(OC)ccc(O)c2c(=O)n1C,·,-0.2,53*,-0.7,-5,-8,2,-9
CC(=O)N1[C@H](C(=O)NCC2CC2)[C@@H](CO)[C@@H]2Cn3c(ccc(-c4ccccc4F)c3=O)[C@@H]21,7,0.6,17,-2.0,2,-3,2,-8
O=S(=O)(c1ccc2c(c1)OCCO2)C1CCC(S(=O)(=O)c2c(F)cccc2F)CC1 (stereo not drawn),-1,-0.3,0,0.0,30,0,6,15
COc1cccc(NC(=O)C[C@H]2CC[C@H]3[C@@H](COc4ccc(NC(=O)C5CCCC5)cc4C(=O)N3C)O2)c1,·,0.0,-5,-1.5,-2,13,3,-6
O=C(CS(=O)CC(=O)N(c1cccc(F)c1)C(C(=O)NC1CCCCC1)c1ccco1)Nc1ccc(F)cc1 (stereo not drawn),3,0.0,-37,·,-1,·,·,·
Cc1ccc(C)c(NC(=O)CN(C)C(=O)c2cc([N+](=O)[O-])ccc2N2CCOCC2)c1,2,0.2,19,1.1,14,-2,-19,-4
C[C@H](CO)N1C[C@H](C)[C@@H](CN(C)S(=O)(=O)c2ccc(F)cc2)Oc2ccc(NC(=O)c3ccncc3)cc2CC1=O,-13,0.3,-7,-0.5,-9,0,-3,4
O=C(Nc1ccccn1)c1ccc(Cl)c(S(=O)(=O)N2CCCC2)c1,5,0.1,1,-0.5,-80,1,1,-37
Cc1cccc(NS(=O)(=O)c2ccc(C(=O)NCC(c3ccco3)N(C)C)cc2)c1C (stereo not drawn),·,0.0,-35,5.6,16,5,11,18
O=C(C[C@@H]1CC[C@@H](NC(=O)c2ccncc2)[C@@H](CO)O1)NCC1CC1,-9,0.6,9,-0.1,·,-6,-3,2
CCOc1ccc2c(c1)C(c1ccc(C)o1)=NNC(c1ccncc1)=N2,6,0.0,10,3.2,24,1,5,13
C/C(=N\NC(=O)c1ccc(Br)cc1)c1cccnc1,-1,-0.1,8,-3.3,·,4,-2,-30
NC(=O)COC(=O)CNC(=O)c1cc(Cl)cc([N+](=O)[O-])c1,0,0.0,-3,1.3,-6,1,2,-3
O=C(C[C@@H]1C[C@@H]2c3cc(NC(=O)c4cccnc4)ccc3O[C@@H]2[C@@H](CO)O1)NCc1ccc(Oc2ccccc2)cc1,-4,0.2,-43,-0.1,57,0,-5,-15
COc1ccc(NC(=O)CCNS(=O)(=O)c2cc(Br)ccc2Br)cc1S(N)(=O)=O,-6,0.0,2,-1.4,9,11,0,5
Cc1[nH]c2ccccc2c1C(=O)C(C)OC(=O)c1ccccc1NCCO (stereo not drawn),-12,0.0,-6,-2.1,6,5,-1,-7
Cc1noc(C)c1S(=O)(=O)Nc1ccc2c(c1)C(=O)N([C@@H](C)CO)C[C@@H](C)[C@@H](CN(C)C(=O)NC(C)C)O2,-8,0.0,12,-2.8,·,11,10,-1
O=C(C[C@H]1C=C[C@H](NC(=O)c2ccc(F)cc2)[C@H](CO)O1)NCCc1ccccc1,-13,-0.6,3,-2.5,8,-1,7,5
O=C(Cc1ccccc1[N+](=O)[O-])NCCCN1CCOCC1,-7,-0.1,12,1.2,7,-3,4,8
Nc1cc(=O)[nH]c(=O)n1-c1ccc(Cl)cc1,-1,-0.1,-4,-0.5,9,3,1,0
C[N+]1(CC(=O)OC2CCCCCCCCCCC2)CCCC1,5,-0.1,-12,-1.0,55,?,-1,24
Nc1ccn([C@@H]2O[C@H](C(=O)N(CCC3=CCCCC3)CC3CC3)[C@@H](O)[C@H]2O)c(=O)n1,·,0.2,8,-0.2,-2,-8,3,5
Cn1nnnc1Sc1ncnc2scc(-c3ccc(-c4ccccc4)cc3)c12,2,1.2,10,-6.0,77*,8,5,-5
O=C(Nc1ccccn1)C(F)(F)C(F)(F)C(F)(F)C(F)(F)C(=O)Nc1ccccn1,-3,0.0,14,2.3,-11,9,1,-16
COc1ccc(CCNC(=O)CSCC(=O)Nc2ccccc2)cc1OC,-4,0.0,35,-3.8,11,4,2,4
O=C(C1CC1)N1CC(=O)N2[C@@H](CO)[C@@H](c3ccc(C#Cc4cccc(F)c4)cc3)[C@@H]2C1,·,0.0,-18,7.1,27,-2,0,3
COc1ccccc1CNC(=O)C[C@H]1CC[C@H]2[C@@H](COc3ccc(NC(=O)Nc4ccc(F)c(F)c4)cc3C(=O)N2C)O1,28,0.1,-12,0.4,14,-11,0,3
CCCN1C[C@@H](C)[C@H](OC)CN(C)C(=O)c2ccc(NC(=O)c3ccc4c(c3)OCO4)cc2OC[C@H]1C,-7,-0.3,-25,0.3,15,2,-4,-4
CO[C@H]1CN(C)C(=O)c2cc(C#N)ccc2OCC[C@@H]2CC[C@@H](OC)[C@@H](CN(C)C(=O)[C@H]1C)O2,-6,0.1,-13,·,-5,4,4,-3
COc1ccccc1CC(=O)N(Cc1ccccc1)c1ccc(C)cc1,-6,0.1,-12,0.2,6,-2,-3,1
O=C(NCc1ccccc1)C(=O)NCC1OCCN1C(=O)c1cccs1 (stereo not drawn),-5,0.2,10,-0.9,3,9,3,3
CCN1C(=O)N(C(C)=O)C2C1N(C(C)=O)C(=O)N2C(C)=O (stereo not drawn),·,0.5,2,-1.6,15,3,5,2
CCC1CN(C(=O)N2CCC(C(=O)Nc3ccccc3F)CC2)c2ccccc2O1 (stereo not drawn),-1,0.2,-25,0.6,-4,-4,7,·

# One compound at a time, from the list above. Screens in order: ARNT TACC3 PPI, Xi reactivation, INS-1E GSIS act, CFTR F508del cor, PAX8 reporter, DENV2 CPE rescue, ERp5 inh, EWS-Fli block
# `Cc1cccc(NS(=O)(=O)c2ccc(C(=O)NCC(c3ccco3)N(C)C)cc2)c1C` (stereo not drawn) in the list: ·, 0.0, -35, 5.6, 16, 5, 11, 18
# `O=S(=O)(c1ccc2c(c1)OCCO2)C1CCC(S(=O)(=O)c2c(F)cccc2F)CC1` (stereo not drawn) in the list: -1, -0.3, 0, 0.0, 30, 0, 6, 15
# `COc1cc(NC(=S)NCc2ccco2)cc(OC)c1OC` in the list: 13, 0.0, 17, ·, 6, ·, ·, ·

# Arranged by heavy-atom count (lowest first): some entries from above.
SMILES,ARNT TACC3 PPI,Xi reactivation,INS-1E GSIS act,CFTR F508del cor,PAX8 reporter,DENV2 CPE rescue,ERp5 inh,EWS-Fli block
CCN1C(=O)N(C(C)=O)C2C1N(C(C)=O)C(=O)N2C(C)=O (stereo not drawn),·,0.5,2,-1.6,15,3,5,2
O=C(NCc1ccccc1)C(=O)NCC1OCCN1C(=O)c1cccs1 (stereo not drawn),-5,0.2,10,-0.9,3,9,3,3
CCC1CN(C(=O)N2CCC(C(=O)Nc3ccccc3F)CC2)c2ccccc2O1 (stereo not drawn),-1,0.2,-25,0.6,-4,-4,7,·
CO[C@H]1CN(C)C(=O)c2cc(C#N)ccc2OCC[C@@H]2CC[C@@H](OC)[C@@H](CN(C)C(=O)[C@H]1C)O2,-6,0.1,-13,·,-5,4,4,-3

# New compounds follow.
SMILES,ARNT TACC3 PPI,Xi reactivation,INS-1E GSIS act,CFTR F508del cor,PAX8 reporter,DENV2 CPE rescue,ERp5 inh,EWS-Fli block
CN(C)Cc1cn(CC[C@H]2CC[C@@H](NS(=O)(=O)c3ccc(-c4ccccc4)cc3)[C@H](CO)O2)nn1,8,-0.1,14,-0.1,1,17,0,12
Cc1c(CCC(=O)NCCCCCC(=O)O)c(=O)oc2cc3occ(-c4ccccc4)c3cc12,40,0.1,8,-1.4,4,6,-2,18
Cc1nc(N)sc1-c1csc(Nc2cccc(C(=O)O)c2)n1,52*,0.2,-7,-0.5,14,4,-5,12
C=CCNC(=O)c1onc(CSc2ccccc2)c1C(=O)NCC=C,0,0.3,6,-1.4,-1,·,·,-3
Cc1ccc(S(=O)(=O)N2CCCCC2)cc1NC(=O)COC(=O)C1(C)CC1(Cl)Cl (stereo not drawn),-1,0.0,-23,-1.5,7,-3,13,3
CCOC(=O)CCSc1nc(N2CCOCC2)c2c(c1C#N)CC(C)(C)OC2,·,0.0,-2,-3.2,19,?,1,11
COc1ccc(S(N)(=O)=O)cc1C(=O)NC1CCCc2ccccc21 (stereo not drawn),-3,0.4,5,0.2,15,-4,0,6
Cc1c(NC(=O)c2ccc(S(=O)(=O)N(C)C)cc2)cccc1-n1cnnn1,·,0.1,-1,0.6,5,7,-5,-1
CCCCn1c(=N)n(CC(=O)c2ccc(Br)s2)c2ccccc21,1,0.0,5,-3.0,72*,-4,-3,63*
COc1ccc(/C=N/n2cnc3c([nH]c4ccc(C)cc43)c2=O)cc1CN1CCCC1,2,-0.1,6,-3.7,20,-8,-3,59*
O=C(c1ccc(OC2CCN(CCc3ccccc3)CC2)cc1)N1CCCC1,-5,0.1,0,-3.3,20,-4,1,17
Cc1cccc(-c2ccc([C@H]3[C@H]4CN(CCC(F)(F)F)CCCCN4[C@H]3CO)cc2)c1,24,-0.1,-7,-2.2,-6,·,·,19
CC(C)C#Cc1ccc2c(c1)O[C@H](CN(C)Cc1ccncc1)[C@H](C)CN([C@H](C)CO)S2(=O)=O,1,-0.9,6,-1.2,-19,-6,-2,14
